# APOBEC3A inh = APOBEC3A ssDNA deaminase inhibitors, primary screen, selectivity assay for APOBEC3G inhibitor project, biochemical, FAM/TAMRA oligo cleavage fluorescence. DNA dC->dU-editing enzyme APOBEC-3A (Homo sapiens), P31941. recombinant A3A, FAM/TAMRA ssDNA deamination fluorescence. inhibition, % at 20 µM. actives 0.41% (n = 330,000). AID 493011, 2011;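 active = at least 40% inhibition at 20 µM here, with at most 30% in a related deaminase screen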;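 note: plate controls were A3A with DMSO for no effect and wells lacking A3A enzyme for full effect; some results filed as inactive read as strong as hits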
# Target sequence (P31941 whole entry, looked up): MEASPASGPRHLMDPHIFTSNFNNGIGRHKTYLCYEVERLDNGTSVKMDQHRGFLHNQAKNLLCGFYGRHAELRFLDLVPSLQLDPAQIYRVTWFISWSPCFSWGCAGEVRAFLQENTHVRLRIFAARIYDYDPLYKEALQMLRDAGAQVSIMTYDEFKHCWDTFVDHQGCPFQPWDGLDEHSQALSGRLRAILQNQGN
# A3G deaminase = APOBEC3G DNA deaminase inhibitors, primary screen, biochemical, fluorescence, single-stranded DNA substrate, uHTS | actives 0.28% (n = 330,000) | DNA dC->dU-editing enzyme APOBEC-3G (Homo sapiens), Q9HC16 | AID 493012, 2011 | inhibition, % at 20 µM | recombinant A3G, ssDNA deamination FAM/TAMRA fluorescence;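 active = inhibition of at least 40% at 20 µM, with no more than 30% in the related APOBEC3A deaminase screen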;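 note: plate controls were DMSO wells with A3G for no effect and wells lacking A3G enzyme for full effect; some compounds called inactive have numbers as strong as hits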
# Gli-Sufu block = Gli-Sufu pathway antagonists, primary screen, luciferase luminescence, Sufu-KO-LIGHT cells, uHTS. inhibition, % at 5 µM. Sufu-KO-LIGHT fibroblasts, Gli luciferase reporter luminescence. actives 0.74% (n = 340,000);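 active = inhibition above about 55%, limit read from the data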;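 note: 0% = DMSO-treated cells and 100% = wells with medium but no cells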
# EBI2 antag = EBI2 receptor antagonists, beta-arrestin recruitment, primary screen, cell-based, luminescence, 7a,25-OHC stimulation, uHTS; G-protein coupled receptor 183 (Homo sapiens), P32249; 7a,25-OHC stimulated; inhibition, % at 5 µM; actives 0.81% (n = 360,000); in the data active = inhibition above about 38%;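 note: enzyme fragment complementation signal reports receptor beta-arrestin coupling in cells; 0% = agonist plus DMSO wells and 100% = wells without agonist; some results beyond the cut were filed as inactive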
# Target sequence (P32249 whole entry, looked up, the tested form may be a part): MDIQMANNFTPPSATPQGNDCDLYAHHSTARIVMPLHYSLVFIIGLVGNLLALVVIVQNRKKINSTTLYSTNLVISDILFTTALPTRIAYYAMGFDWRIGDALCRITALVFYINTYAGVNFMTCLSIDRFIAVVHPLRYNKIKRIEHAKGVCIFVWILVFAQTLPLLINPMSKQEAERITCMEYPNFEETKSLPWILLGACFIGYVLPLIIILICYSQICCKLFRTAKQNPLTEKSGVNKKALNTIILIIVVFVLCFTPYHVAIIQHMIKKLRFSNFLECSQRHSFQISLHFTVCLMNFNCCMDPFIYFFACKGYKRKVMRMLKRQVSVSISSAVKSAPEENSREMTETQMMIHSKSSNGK
# GRIN3A LBD mod = binders of NR3A ligand-binding domain, primary screen, biophysical, differential scanning fluorimetry, uHTS | Glutamate receptor ionotropic, NMDA 3A (GRIN3A) ligand-binding domain | NR3A LBD differential scanning fluorimetry, Tm shift; 0% = protein alone, 100% = glycine-bound protein | Tm shift relative to glycine control, % at 25 µM | actives 2.5% (n = 340,000);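 active = melting temperature shift of at least 10% of the positive control shift, at one fixed dose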
# CXCR6 block = CXCR6 receptor inhibitors, primary screen, cell-based, beta-arrestin, luminescence, CHO-K1 PathHunter, 1536-well; actives 0.36% (n = 360,000); AID 602244, 2012; inhibition, % at 20 µM; C-X-C chemokine receptor type 6 (Homo sapiens), O00574; in the data active = inhibition above about 34%, passing the limit was not always enough;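 note: antagonist mode with CXCL16 agonist at 10 nM final; 0% = 10 nM CXCL16 with DMSO and 100% = unstimulated wells without agonist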
# MPTP block = mitochondrial permeability transition pore inhibitors, primary screen, biochemical, isolated mouse mitochondria, absorbance; Ca2+ swelling absorbance, 30 min; actives 1.4% (n = 360,000); inhibition, % at 10 µM;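 active = inhibition of 50% or more, scaled per plate between neutral and stimulator controls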;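 note: 0% = DMSO wells given calcium and 100% = 1 mM EGTA wells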
# CCR6 antagonist = CCR6 receptor antagonists, primary screen, cell-based, CHO-K1, luminescence, beta-arrestin, uHTS; C-C chemokine receptor type 6 (Homo sapiens), P51684; CHO-K1 CCR6 PathHunter beta-arrestin, CCL20-stimulated; inhibition, % at 20 µM; actives 0.49% (n = 340,000);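 active = compounds whose inhibition of the agonist-driven luminescence signal at 20 µM reaches about 50%, limit read from the data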;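 note: cells stimulated with CCL20 at 14 nM final; plate controls were DMSO with CCL20 for no effect and DMSO without agonist for full effect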
# Target sequence (P51684 whole entry, looked up): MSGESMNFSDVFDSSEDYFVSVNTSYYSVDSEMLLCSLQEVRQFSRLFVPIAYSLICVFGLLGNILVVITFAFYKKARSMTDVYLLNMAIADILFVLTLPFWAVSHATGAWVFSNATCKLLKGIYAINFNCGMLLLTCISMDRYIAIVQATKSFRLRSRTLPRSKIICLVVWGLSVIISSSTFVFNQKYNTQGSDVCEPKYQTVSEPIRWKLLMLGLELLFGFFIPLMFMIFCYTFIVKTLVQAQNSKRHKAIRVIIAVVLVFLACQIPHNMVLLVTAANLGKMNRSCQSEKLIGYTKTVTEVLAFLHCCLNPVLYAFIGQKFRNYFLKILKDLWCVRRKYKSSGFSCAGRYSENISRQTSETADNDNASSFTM
# * = called active by the depositor; . = no result given.
canonical_smiles	APOBEC3A inh	A3G deaminase	Gli-Sufu block	EBI2 antag	GRIN3A LBD mod	CXCR6 block	MPTP block	CCR6 antagonist
Cc1ccc(C(=O)CCC(=O)OCC(=O)NNC(=O)c2ccc([N+](=O)[O-])cc2)cc1	-2	-4	-6	-9	1	5	3.1	12
CN=C1S/C(=C\c2ccc(N3CCOCC3)cc2C)C(=O)N1C	-1	1	-1	3	-1	4	1.5	1
Cc1cccn2c(=O)nc(SCC(=O)N3CCC(C)CC3)nc12	-3	-9	1	-2	1	7	0.0	4
COc1ccccc1Nc1nc2ccccc2[nH]1	-7	-10	3	-4	-4	-4	-0.8	-27
Cc1ccc(-n2c(O)c(C=Nc3ccccc3-c3n[nH]c(=S)[nH]c3=O)c3ccccc3c2=O)c(C)c1	1	-2	-2	4	-4	11	0.6	12
O=C(NCCN1CCOCC1)c1ccccc1Oc1ccccc1	-5	-6	2	1	-2	-3	0.8	7
Cc1ccc(C(=O)Nc2ccnc(-c3ccncc3)n2)cc1	-3	-5	-8	-13	-2	-4	1.3	8
Cc1ccc(OCCC(=O)NCCc2ccc(S(N)(=O)=O)cc2)cc1	-1	-5	-2	-3	0	5	0.0	-14
CCN(CC)CCCN(Cc1cc2cc3c(cc2[nH]c1=O)OCO3)C(=S)NC	-7	-12	8	1	-1	-2	-0.1	-1
Cc1[nH]c2nc3ccccc3n2c(=O)c1CCC(C)C	-8	-8	-21	5	-2	-6	-1.7	4
Cn1c(N)c(C(=O)COC(=O)CCOc2ccc(C(C)(C)C)cc2)c(=O)n(C)c1=O	-4	-7	4	-7	-3	-8	0.4	2
C=CCn1c(CNC(=O)c2cccs2)nnc1SCC(=O)Nc1ccc(C(=O)O)cc1	48*	6	-2	-25	2	0	1.6	2
CO[C@@H]1O[C@@H]2COC(c3ccccc3)O[C@@H]2[C@@H](OC)[C@@H]1O (some centres undefined)	-3	-1	-5	8	1	-3	-0.1	1
C=C(Cl)COc1ccc2c(CCCC)cc(=O)oc2c1	-4	-7	24	0	0	-5	1.8	12
O=C(O)COc1ccccc1/C=N/NC(=O)CSc1nc2ccccc2c(=O)n1-c1ccc(Cl)cc1	2	0	-11	-3	-7	0	3.4	30
CC(C)c1ccc(OCC(=O)NC2CC(C)(C)NC(C)(C)C2)c(Br)c1	-2	-7	24	-13	1	-1	-0.4	2
CCN(C(=O)COC(=O)CCCOc1ccc(Cl)cc1C)c1c(N)n(Cc2ccccc2)c(=O)[nH]c1=O	.	.	-5	-1	-7	-4	0.4	6
O=C1NC(=Nc2cccc(Cl)c2)SC1Cc1cccc(Cl)c1Cl (centres undefined)	3	-2	8	22	2	-3	46	-1
Cc1ccc(CNC(=O)C(=O)c2cn(CC(=O)N3CCCC3)c3ccccc23)cc1	-2	-1	-10	-3	3	13	-0.5	6
CCOC(=O)C1CCN(C(=O)c2ccccc2NC(C)=O)CC1	-2	-7	7	-18	7	0	-2.7	-3
CC(=O)c1cnc2scnn2c1=O	-5	-7	7	-1	1	1	-0.9	16
COC(=O)/C(C#N)=C/c1ccc(-c2ccc(S(N)(=O)=O)cc2)o1	-2	0	14	-5	-3	6	2.2	20
COc1cc(/C=N/NC(=O)CC2(C)OCCO2)cc(Br)c1O	-2	-3	-2	-1	37*	9	1.6	13
COc1ccc(C(=O)NCC(=O)N/N=C/c2cccnc2)cc1	-5	-6	0	-1	1	-2	-0.7	-4
CCN(CC)C(=O)NC1CC(=O)N(c2ccc(OC)cc2)C1 (centres undefined)	-1	-5	-1	1	-4	7	-2.2	5
CCOc1ccc(C(=O)COC(=O)c2ccc(-n3cnnn3)cc2)cc1	-2	-4	-1	-2	-24	-16	-2.2	-8
COc1ccc(NC2CCCN(C(=O)c3csc(C)n3)C2)cc1 (centres undefined)	-6	-6	-3	1	1	-1	0.3	10
Cc1ccc(NC(=O)CSc2ncn(-c3ccccc3)n2)cc1C	-2	-8	-5	-4	22*	0	3.4	3
COCCn1c(-c2cccc([N+](=O)[O-])c2)nc2c1c(=O)[nH]c(=O)n2Cc1ccccc1	-1	-6	7	5	-1	-10	2.9	-3
COc1ccc(CNC(=S)Nc2ccc(S(N)(=O)=O)cc2)cc1	-9	-11	-25	-15	-5	-5	-2.1	6
O=C(N/N=C/c1ccc[nH]1)c1ccc(COc2cccc3cccnc23)cc1	3	-4	39	17	-10	8	-1.2	3
COc1ccc(C(C(=O)NCC2CCCO2)N(C(=O)Cn2nnc3ccccc32)c2ccc(NC(C)=O)cc2)cc1OC (centres undefined)	-4	-8	12	-5	2	8	-2.0	4
CC(C)Oc1ccc(S(=O)(=O)N2CCOCC2)cc1NC(=O)c1cc([N+](=O)[O-])ccc1N1CCOCC1	1	-7	3	-13	3	-3	-1.0	21
CCOc1ccccc1NC(=O)c1ccccc1-c1nc(-c2ccccc2)no1	2	-3	-1	-6	0	9	-0.2	30
COc1ccc(CCn2ccc(O)c(Cc3ccc(Cl)cc3)c2=O)cc1OC	-3	-10	-4	12	2	-9	0.7	3
O=C(Nc1ccccc1N1CCOCC1)c1ccc(Br)o1	-1	-2	-4	7	-2	1	-0.4	51*
N#Cc1ccc(OCc2nnc(SCC(=O)N3CCCc4ccccc43)n2-c2ccccc2)cc1	-4	-5	15	9	2	8	0.6	11
CCOC(=O)C1(Cc2cccc(OC)c2)CCN(Cc2csc(C(C)=O)c2)CC1	-1	-9	30	1	1	8	0.3	0
O=C(O)[C@H](Cc1ccccc1)NC(=O)N1CCC(Cc2ccccc2)CC1	2	0	-1	-6	3	2	0.8	4
C#CCOCCOCCOCCNc1nc(N2CCN(C(=O)[C@H]([C@@H](C)CC)n3cc(CCCCN)nn3)CC2)nc(N2CCN(C(=O)[C@H](CCCCN)n3cc(CC(C)O)nn3)CC2)n1 (some centres undefined)	2	-8	6	3	-1	-4	-0.6	-2
CCOC(=O)C1CCN(C(=O)CCN2C(=O)C3C4C=CC(C4)C3C2=O)CC1 (centres undefined)	7	2	-5	7	-1	-7	-0.7	0
CC1Cc2ccccc2N1C(=O)CSc1nnnn1C(C)C (centres undefined)	-4	-6	-2	13	-3	-2	1.2	12
CCOC(=O)c1cc2c(=O)n3cccc(C)c3nc2n(CCCOC)c1=NC(=O)c1cccnc1	1	-4	15	-11	1	4	-0.1	0
COCCNC(=O)C(c1ccc(C)o1)N(Cc1ccc(F)cc1)C(=O)Cn1nnc2ccccc21 (centres undefined)	5	2	-15	3	-1	1	-0.5	-19
O=C1CNC(=S)N1CCCn1ccnc1	4	1	-15	-3	-1	-4	-0.3	7
CCC(=O)Nc1cccc(-c2cc3ccccc3oc2=O)c1	6	-4	1	2	-13	-9	1.0	10
COc1cc(-c2cc(=O)c3c(O)cc(O)cc3o2)ccc1O	0	-8	-2	3	-1	0	1.2	11
O=C(/C=C/c1ccco1)N1CCN(S(=O)(=O)c2ccccc2)CC1	41*	14	-7	9	3	6	-0.3	3
COC(=O)c1cc(N=Cc2c(O)c3ccccc3oc2=O)cc(C(=O)OC)c1	-8	-8	-4	-8	3	4	0.0	-2
CCn1c(SCC(N)=O)nc2c1c(=O)n(C)c(=O)n2C	2	0	0	4	-1	2	-1.5	8

# Next part
canonical_smiles	APOBEC3A inh	A3G deaminase	Gli-Sufu block	EBI2 antag	GRIN3A LBD mod	CXCR6 block	MPTP block	CCR6 antagonist
COc1ccccc1NC(=O)NCCN1CCCCC1	0	-9	3	2	1	6	0.4	5
Cn1cncc1C#Cc1c(-c2ccsc2)sc2ccccc12	-4	-8	6	-10	-16	1	0.2	18
CCOc1ccc(N2C(=O)CNC2=S)cc1	-1	-7	3	0	-1	0	1.3	6
CC(C)OC(=O)CSc1n[nH]c(-c2cccnc2)n1	-3	-6	4	-8	-1	-6	0.2	12
COc1ccc(NC(=O)C2CCCN(S(=O)(=O)c3cccc4nonc34)C2)cc1OC (centres undefined)	-3	-11	2	-7	-2	3	-0.7	3
CC(C)(C)C(=O)COC(=O)c1c2c(nc3ccccc13)CCC2	13	0	6	-15	-2	-5	-0.3	14
CC(C)c1cccc(C(C)C)c1OCCCCN1CCCC1	1	-4	11	-12	-13	-2	0.6	4
COCCNC(=O)COc1coc(CN2CCN(Cc3ccccc3)CC2)cc1=O	-6	-4	-8	-6	-3	2	-2.0	4
COc1ccccc1N1CCN(Cc2nc(-c3ccc(F)cc3)oc2C)CC1	0	-2	22	5	-1	-1	0.8	18
CS(=O)(=O)N(CC(=O)NCc1ccncc1)Cc1ccc(Cl)cc1	.	.	0	-4	1	-4	-2.2	3
COc1cc(S(=O)(=O)N2CCCCC2)ccc1NC(=O)c1ccc(F)cc1	1	-2	-4	2	-1	2	2.2	4
COc1ccc(CC(=O)N/N=C/c2ccc(C)s2)cc1	0	-5	-13	13	-6	-6	3.2	8
COc1ccc(NC(=O)CN(C)C(=O)CCCc2nc3ccccc3s2)cc1	-3	-8	-7	-1	-1	1	-2.0	4
CCCCCC(=O)N1CCN(S(=O)(=O)c2ccc3c(c2)OCCCO3)CC1	-2	-5	8	-6	5	-9	-1.1	-3
O=S(=O)(Nc1cccc2ncccc12)c1cccc(C(F)(F)F)c1	0	-11	-6	1	-3	2	2.7	-3
COc1ccc(CNC(=O)C(C)OC(=O)c2cccn2C)cc1 (centres undefined)	-3	-4	2	-8	2	-14	0.7	-14
CCc1nnc(NC(=O)C2CCN(c3nccc(C)n3)CC2)s1	4	-1	0	-13	0	-2	0.1	-19
CCOc1ccc(NC(=O)CCc2c(C)noc2C)cc1OC	-1	-11	-2	-12	-3	6	-0.2	2
O=C(CCCn1c(=O)[nH]c2ccsc2c1=O)Nc1ccc(F)cc1	1	-5	2	0	2	-3	0.0	6
CC(C)(C)NC(=O)C[C@H]1C[C@H](C(=O)N2CCOCC2)[C@@]2(CCC3CCCC3)c3[nH]c4ccc(Cl)cc4c3CCN2C1=O	2	-1	41	11	-7	5	-1.1	24
C[C@@H]1O[C@@H](Oc2c(-c3cc(O)c(O)c(O)c3)oc3cc(O)cc(O)c3c2=O)[C@H](O)[C@H](O)[C@H]1O	7	4	-5	-12	-10	-16	-1.2	18
O=C(NNc1ccccc1)c1ccc(Cl)c(Cl)c1	.	.	0	11	3	0	-0.4	30
CC(=O)c1ccc(NC(=O)COc2ccccc2C(=O)Nc2ccc(C)cn2)cc1	3	-9	-10	10	2	-4	-0.5	8
CN(C)S(=O)(=O)c1ccc(C(=O)Nc2cc(=O)n(C)c(=O)n2C)cc1	5	5	-1	-13	-2	4	-0.7	-6
CC(C)c1ccc(/C=C/C(=O)NCCCN2CCOCC2)cc1	0	0	-8	0	1	2	-3.5	-1
COc1ccccc1/C=C/c1nc2ccccc2c(=O)o1	.	.	-64	5	2	8	0.1	12

# High-throughput results from PubChem.
